PI4K2A inh: inhibitors of human PI4K2A; purified PI4K2A, ADP-Glo luminescence, 1 h; hits give low values; activity change, negative = inhibition, % at 76.9 µM; 420,000 tested, 0.13% active; in the data active = activity change below about -50%; inconclusive = mostly about -30% to -49%;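 note: -100% = wells without enzyme as full effect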
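ADP-Glo luminescence measured ADP generated by PI4K2A enzyme (4 ug/mL before mixing) with 1.2 mM PI substrate (pre-mix) and 300 microM ATP (pre-mix). Tris pH7.5 buffer with MgCl2, Triton X-100; 1 h reaction at ambient temperature.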
mIDH1 inhibitor: human IDH1 R132H inhibition; 390,000 tested, 0.093% active; AID 602179; IDH1-R132H enzyme, NADPH consumption, diaphorase/resazurin fluorescence; Potency, µM (doses to about 76.6 µM), without a hit: top-dose activity change, negative = inhibition, usual class: inhibitors; O75874; note: potency is the fitted concentration of half-maximal effect; % is set by controls: 0 for no effect and ±100 for the full control effect; nearly all actives have a fitted effect of over 65% in size
Target sequence (O75874 whole entry R132H, stated change not applied): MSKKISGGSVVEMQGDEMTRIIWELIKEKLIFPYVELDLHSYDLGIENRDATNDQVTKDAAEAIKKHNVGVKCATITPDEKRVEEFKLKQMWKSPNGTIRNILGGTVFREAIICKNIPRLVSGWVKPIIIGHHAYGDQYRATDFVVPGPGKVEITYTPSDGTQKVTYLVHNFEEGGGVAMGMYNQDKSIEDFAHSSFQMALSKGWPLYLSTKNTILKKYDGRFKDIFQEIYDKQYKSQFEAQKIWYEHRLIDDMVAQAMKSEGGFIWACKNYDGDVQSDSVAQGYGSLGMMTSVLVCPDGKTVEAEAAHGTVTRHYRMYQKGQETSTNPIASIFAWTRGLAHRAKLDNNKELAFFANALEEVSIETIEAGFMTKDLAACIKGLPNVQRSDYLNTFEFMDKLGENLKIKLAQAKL
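IDH1-R132H (0.5 ug/mL) preincubated 30 min with compound, then NADPH (0.016 mM) and alpha-KG (2 mM) added; 80 min at RT, pH 7.5. Remaining NADPH coupled via diaphorase/resazurin to fluorescence (540/590 nm); concentration-response curves normalized to no-enzyme control.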
RXFP1 agonist: RXFP1 (human) receptor agonism; 370,000 tested, 0.3% active; Q9HBX9; HEK293T-RXFP1 cAMP TR-FRET, 30 min; response scale: percent of porcine relaxin response, buffer zero; Potency, µM (titrated, usually from 57.5 µM), for inactives: at the top dose activation, most hits filed as activators; note: potency is the fitted concentration of half-maximal effect; % is set by controls: 0 for no effect and ±100 for the full control effect; nearly all actives have a fitted effect of over 60% in size; many of its hits are not listed in these tables
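HEK293 cells stably expressing RXFP1, treated 30 min at 37C with compounds plus PDE4 inhibitor Ro 20174; cAMP measured by HTRF TR-FRET. Normalized to buffer and 29 nM porcine relaxin; EC50 by Hill fit.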
LDHA inh: LDHA (human) enzyme inhibition. P00338. purified LDHA, NADH/diaphorase-resazurin fluorescence; hits give low values. activity change, % (values are at about 110 or 230 µM). 480,000 tested, 0.15% active; in the data active = activity change below about -30%; inconclusive = mostly about -25% to -30%;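 note: plate controls were DMSO wells for no effect and wells without enzyme for full effect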
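Remaining NADH was detected by diaphorase (0.133 mg/mL) converting 37 µM resazurin to fluorescent resorufin, read at 0 and 20 minutes. The preceding 5-minute room-temperature reaction used 2 nM LDHA, 0.2 mM sodium pyruvate and 0.06 mM NADH at pH 7.4.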
GRP78 ERSR act: inducers of ER stress response in human glioma cells; 420,000 tested, 0.02% active; Potency, µM, for the others: top-dose activation, actives largely listed as activators; AID 602332; U87-MG GRP78 promoter luciferase reporter, 16 h; note: potency is the fitted concentration of half-maximal effect; series mostly up to about 76 µM; % of control where 0% means no effect; nearly all actives have a fitted effect of over 35% in size
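Stably transfected U87-MG human glioma cells carrying a GRP78-based luminescent sensor were seeded at 1000 cells/well, pin-dosed with compounds and incubated 16 h. Luciferase reagent was then added, and end-point luminescence was read after 10 min at room temperature.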
USP1-UAF1 inh: inhibitors of human USP1/UAF1 deubiquitinase; recombinant USP1/UAF1, Ub-Rhodamine cleavage fluorescence; Potency, µM (highest dose often 57.1 µM), without a hit: at the highest dose activity change, negative = inhibition, actives largely listed as inhibitors; 390,000 tested, 0.23% active; AID 743255; note: potency is the fitted concentration of half-maximal effect; % is set by controls: 0 for no effect and ±100 for the full control effect; nearly all actives have a fitted effect of over 60% in size; inactives centre near -12
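USP1/UAF1 complex (1 nM) preincubated 15 min at room temperature with compound, then Ub-Rho substrate (150 nM final) added. Kinetic fluorescence at 480/540 nm over 6 reads at 60 s intervals; 50 mM HEPES pH 7.8, 0.5 mM EDTA, 0.1 mg/ml BSA, 1 mM TCEP, 0.01% Tween-20.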
TrxR1 substrate: is turned over as a substrate by rat TrxR1 | O89049 | purified TrxR1 substrate turnover, NADPH consumption readout | Potency, µM (top dose mostly 114 µM), without a hit: at the highest dose activity change, negative = substrate turnover | 390,000 tested, 0.01% active; note: potency is the fitted concentration of half-maximal effect; % is set by controls: 0 for no effect and ±100 for the full control effect; nearly all actives have a fitted effect of over 50% in size
Target sequence (O89049 whole entry, looked up): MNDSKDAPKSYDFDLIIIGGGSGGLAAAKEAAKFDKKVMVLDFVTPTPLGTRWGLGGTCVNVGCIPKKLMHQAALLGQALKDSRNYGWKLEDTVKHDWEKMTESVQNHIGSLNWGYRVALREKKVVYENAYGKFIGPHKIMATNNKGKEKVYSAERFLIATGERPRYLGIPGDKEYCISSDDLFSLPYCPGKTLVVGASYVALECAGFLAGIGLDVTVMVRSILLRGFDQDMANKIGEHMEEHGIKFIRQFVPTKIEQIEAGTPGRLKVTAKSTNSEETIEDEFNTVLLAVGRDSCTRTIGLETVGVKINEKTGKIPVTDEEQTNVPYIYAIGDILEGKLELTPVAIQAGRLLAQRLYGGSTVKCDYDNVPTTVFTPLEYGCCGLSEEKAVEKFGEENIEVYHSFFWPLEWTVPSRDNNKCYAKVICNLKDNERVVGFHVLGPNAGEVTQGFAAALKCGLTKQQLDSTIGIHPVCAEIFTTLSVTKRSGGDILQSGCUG
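Rat TrxR1, dispensed at 90 nM, was prereduced with 400 uM NADPH (final) for 5 min at ~22 deg C, then incubated with compound 15 min before 400 uM selenite. A first-read NADPH fluorescence drop versus no-compound background flagged substrates.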
Vif-APOBEC3F blk: inhibitors of Vif-A3F interaction | HeLa A3F-eYFP + Vif (tagged APOBEC3F with the HIV-1 protein that degrades it), YFP fluorescence increase | Potency, µM (highest dose often 46.1 µM), for the others: top-dose activity, negative = active | 390,000 tested, 0.2% active | AID 602313; note: potency is the fitted concentration of half-maximal effect; % of control where 0% means no effect; nearly all actives have a fitted effect of over 65% in size
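HeLa cells stably expressing A3F-eYFP plus Vif, plated and incubated overnight at 37 deg C, then exposed to compounds overnight at 37 deg C. Blocked degradation read as raised yellow fluorescence (Ex 488/Em 500-530).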
Vif-A3G inh: inhibitors of Vif-APOBEC3G interaction. HeLa A3G-eYFP + Vif (tagged APOBEC3G with the HIV-1 protein that degrades it), YFP fluorescence, overnight. Potency, µM (doses to about 46.1 µM), for inactives: at the top dose activity, negative = active, hits mostly inhibitors. 410,000 tested, 0.076% active. AID 602310;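 note: potency is the fitted concentration of half-maximal effect; % is set by controls: 0 for no effect and ±100 for the full control effect; nearly all actives have a fitted effect of over 60% in size; hits raise eYFP signal because A3G escapes Vif-driven loss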
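Read-out is eYFP fluorescence (Ex 488/Em 500-530) from Vif-expressing HeLa A3G-eYFP cells; more signal means A3G escaped Vif-mediated degradation. Cells plated overnight, compound pinned in, incubated overnight at 37 deg C.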
The depositor's hits bear a star; ? = inconclusive; . = no result given; & = joins results of further samples; [ ] = another dose, or the depositor's remark. Unless noted, calls come from the whole dose curve; as a rule, active = well fitted curve in the direction sought with a large enough effect; inconclusive = small, poorly fitted or top-dose-only effect, or another doubt; inactive = no such curve, though single readings can be large; an effect the other way counts as inactive or inconclusive. A portion of the library. The share of hits here may be higher or lower than overall.

The line under a structure holds: PI4K2A inh | mIDH1 inhibitor | RXFP1 agonist | LDHA inh | GRP78 ERSR act | USP1-UAF1 inh | TrxR1 substrate | Vif-APOBEC3F blk | Vif-A3G inh
> COc1cc(OC)cc(C(=O)Nc2ccc3c(c2)N(C2CCCC2)C(=O)c2ccccc2S3)c1
  3.5 | 7.4% | 1.9% | -3.9 | -3.7% | -11.9% | -11.1%[57.1 µM] | -2.8% | 1.3%
> O=C1c2cccc3c([N+](=O)[O-])ccc(c23)C(=O)N1CC1CCCO1 (configuration not stated)
  4.0 | 2.6% | 2.8% | 14.8 | -12.9% | -14.8% | -7.9% | ? | 6.0%
> COc1ccccc1CNC(=O)C(=O)NCC1OCCN1S(=O)(=O)c1ccccc1 (configuration not stated)
  -3.6 | 5.7% | -0.8% | -7.9 | -4.9% | -5.1% | -12.2% | -3.8% | 0.1%
> CC(C)(C)OC(=O)NCc1ccc(CNC(=O)c2nc[nH]c2C(=O)N2CCN(c3ccccc3)CC2)cc1
  0.5 | -15.5% | -0.5% | -18.3 | -5.4% | -4.7% | -6.7% | 3.9% | 1.8%
> COc1cccc(CC(=O)Nc2cc(S(=O)(=O)N3CCCCC3)ccc2C)c1
  -5.0 | 10.1% | 0.3% | 0.4 | -3.0% | -26.9% | 4.7% | -7.5% | 0.1%
> Cc1ccsc1CN(C)CC(=O)NCC(=O)Nc1ccc(F)cc1
  -3.6 | -3.4% | 0.4% | -0.2 | 0.0% | -3.8% | 1.7% | -12.2% | 0.1%
> N/C(=N\OC(=O)C(c1ccccc1)c1ccccc1)c1cccnc1
  -2.2 | -2.3% | 2.8% | -1.8 | 3.3% | 1.8% | -3.3% | -10.9% | -0.7%
> CC(=O)c1cccc(OC(=O)c2ccccc2)c1
  -3.5 | 2.4% | . | -0.2 | 1.5% | -9.1% | 0.9% | -12.9% | 2.1%
> O=C(O)CSc1nnc(-c2cccnc2)n1Cc1ccccc1
  7.7 | 14.3% | 3.4% | -7.0 | -3.7% | -9.4% | 11.8% | -7.8% | 0.0%
> COCCN1Cc2cccc(C(=O)Nc3ccc(C)c(C)c3)c2C1=O
  -0.4 | -4.8% | 1.1% | -6.3&9.4 | 1.4% | -10.7% | -7.8% | -5.0% | -8.0%
> CC(=O)c1ccc(Oc2cc(C)nc(N3CCOCC3)n2)cc1
  4.1 | 11.1% | 0.5% | 0.6 | 0.4% | -14.3% | -3.6% | 2.1% | -0.2%
> O=S1(=O)C=C(N2CCOCC2)c2ccccc21
  3.1 | 7.1% | 2.3% | -3.6 | -2.7% | -7.2% | 3.0% | -2.7% | -8.4%
> O=C(CSCc1cnn(-c2ccccc2)c1-n1cccc1)NCc1ccc(Cl)cc1
  -24.4 | 4.5% | 0.1% | -8.6 | -3.7% | -24.2% | -1.2% | 6.7% | 4.0%
> COc1ccc(NC(=O)C[C@H]2C(=O)N(C3CCCCC3)C[C@@H]2C)cc1
  -5.3 | 0.0% | . | -2.2 | -2.4% | -18.1% | . | 4.5% | 1.9%
> N/C(=N\OC(=O)CN1C(=O)c2ccccc2C1=O)c1ccc(Br)cc1
  -2.0 | -0.9% | -0.6% | -1.1 | -0.6% | -17.3% | 4.4% | -0.8% | 2.3%
> COc1cc(CO)cc(Br)c1OCc1cccnc1
  -1.2 | 6.0% | -0.9% | -6.6 | -6.8% | -6.2% | -0.4% | 1.2% | -5.5%
> CC(C)Oc1ccc(CSc2nnc3n(C)c(=O)c4c5c(sc4n23)CCCC5)cc1
  -0.3 | -1.1% | . | -3.9 | -4.2% | ? | 5.8% | -7.2% | -2.4%
> COC(=O)c1ccc(NC(=O)C(=O)NCC2CCCO2)cc1 (configuration not stated)
  -2.3 | 0.0% | 4.0% | -3.4 | 4.1% | -21.3% | -2.0% | 1.3% | 2.4%
> Clc1cccc(-c2nc3nc4ccccc4nc3n2Cc2ccccc2)c1
  -4.4 | 4.6% | -1.2% | -0.9 | -6.2% | -16.5% | 7.6% | 0.1% | -4.4%
> CC1=CC(C)C2C(=O)N(CCCN(C)C)C(=O)C2C1 (configuration not stated)
  3.4 | 1.3% | -0.5% | 2.3 | -3.7% | -20.4% | 3.0%[57.1 µM] | 0.9% | -1.2%
> CCC(CC)C(=O)Nc1nnc(SCC(=O)NC2CC2)s1
  0.4 | 1.7% | 0.4% | -10.0 | 2.6% | -8.9% | 11.6%[0.0914 µM] | 10.0% | -5.0%
> C[C@@H]1CN(c2c(F)c(F)c3c(=O)c(C(=O)O)cn(C4CC4)c3c2F)C[C@H](C)N1
  -2.9 | 0.5% | 3.4% | 0.9 | -2.1%&-7.5%&-4.3% | -3.2% | 35.7%[activator] | -25.4% | -2.6%
> COc1ccccc1C=NNc1nc(C)cc(=O)[nH]1
  -1.3 | 5.4% | . | -8.2 | 1.4% | -12.7% | 1.2%[11.4 µM] | 9.6% | 3.6%
> O=C(O)C[C@H]1c2cc(F)ccc2S(=O)(=O)N1Cc1ccccc1
  3.7 | 3.9% | . | -1.1 | -3.2%&-3.3% | -13.1% | 0.8%&2.7% | 6.6% | -1.1%&2.1%
> O=C(NCc1ccco1)c1cccc2c1C(=O)N(C1CCCCC1)C2
  1.8 | 9.4% | 2.1% | -5.2 | -1.7% | -12.8% | -4.7% | -4.8% | 0.4%
> O=S(=O)(Cc1ccccc1)N1CCNCC1
  2.6 | 0.0% | -4.6% | -2.5 | -4.0% | -2.6% | -3.7% | 12.4% | 5.6%
> COC(=O)c1ccc(COc2ccc3c(c2)CCC3)o1
  -1.1 | 7.2% | -0.8% | -5.7 | -5.0% | -16.2% | 10.1%[11.4 µM] | -0.2% | -4.4%
> COc1ccc(C(=O)Nc2ccc(C(=O)OCc3cc(=O)n4nc(C5CC5)sc4n3)cc2)cc1
  -1.8 | -4.6% | 6.9% | 0.7 | -2.9% | -11.7% | -0.7%[57.1 µM] | 1.0% | -4.7%
> Cc1ccc(S(=O)(=O)NCc2ccc(/C=C(/C#N)C(=O)NCc3ccccc3)o2)cc1
  0.0 | 3.9% | 0.9% | -5.8 | -1.4% | -21.7% | -7.7% | 7.9% | 0.2%
> Cc1nnc(NC(=O)c2ccc3ccccc3n2)s1
  -2.0 | 9.3% | -0.1% | -2.3 | -4.5% | ? | 3.9% | -17.8% | 1.7%
> O=c1[nH]c(C2CCCN(S(=O)(=O)c3cccc(F)c3)C2)nc2c1nnn2Cc1ccccc1 (configuration not stated)
  -3.4 | -9.0% | 2.1% | -1.3 | -5.7% | -19.6% | 5.3%[57.1 µM] | 17.3% | -6.7%
> CCOc1ccc2nc(N3CCCC(C(=O)NCCc4ccc(OC)cc4OC)C3)sc2c1 (configuration not stated)
  0.4 | 0.0% | -0.1% | 0.7 | -5.0% | -4.2% | -3.4% | 1.9% | -6.5%
> Cc1c(N=Cc2cc3c(cc2[N+](=O)[O-])OCO3)cccc1[N+](=O)[O-]
  -12.5 | 0.8% | . | -2.4 | -3.0% | -10.6% | -0.8% | -6.8% | 4.7%
> CCOC(=O)CCC(NC(=O)CCCCCCCCC(=O)NC(CCC(=O)OCC)C(=O)OCC)C(=O)OCC (configuration not stated)
  -4.3 | -0.4% | 3.4% | -0.7 | -2.5% | -10.7% | -5.3% | -4.2% | 2.7%
> Cc1cccc(NS(=O)(=O)c2c(C)[nH]c(C)c2C(=O)N2CCCC2)c1
  -3.5 | 12.4% | 0.7% | -7.7 | -5.8% | -16.8% | 8.7% | 1.6% | 2.7%
> COc1ccc(C(=O)NCCS(=O)(=O)N2CCc3ccccc3C2)cc1OC
  1.7 | -9.1% | 0.1% | -2.8 | -2.3% | -19.3% | 6.1%[57.1 µM] | 13.2% | -2.1%
> Nc1nc(-c2ccccc2Cl)cs1
  -4.3 | 5.5% | . | 1.3 | 2.2% | -19.0% | 2.8% | -18.2% | 5.9%
> O=S(=O)(Nc1cc(S(=O)(=O)N2CCOCC2)ccc1NCC1CCCO1)c1ccccc1 (configuration not stated)
  3.4 | 4.4% | -0.1% | -1.3 | -4.5% | -10.0% | 3.5% | -11.1% | -0.1%
> O=C(CSc1nc2ccccc2[nH]1)Nc1nc(-c2cccc(Br)c2)cs1
  -3.1 | 0.2% | -0.1% | -0.9 | -3.4% | -10.5% | -0.9% | 1.4% | -0.1%
> CCc1ccc(S(=O)(=O)c2n[nH]n3c2nc(=O)c2ccccc23)cc1
  2.2 | 0.1% | 2.7% | -4.3 | -1.1% | -8.9% | 55.0%[activator] | -3.8% | 0.6%
> CC(C)(C)c1[nH]nc2c1C(c1ccc(OC(=O)c3ccco3)cc1)C(C#N)=C(N)O2 (configuration not stated)
  -1.4 | -4.8% | -1.5% | 5.1 | -0.7% | -19.8% | -3.3% | -3.9% | -4.3%
> CCOC(=O)C(C)Sc1ccc2nnc(CCNS(=O)(=O)c3ccc(C)cc3)n2n1 (configuration not stated)
  -3.4&-2.8 | 6.6%&-1.7% | 5.8%&0.7% | 1.6&-1.5 | -2.7%&-0.1% | -20.8%&-6.0% | 5.1%&1.3% | 2.7%&2.3% | 3.1%&-0.7%
> CCc1nnc(NS(=O)(=O)c2ccc(NC(=O)c3ccccc3O)cc2)s1
  1.8 | -2.9% | 8.0% | 9.3 | 1.2% | -16.7% | 16.2% | -2.4% | 0.2%

Compound activity (PubChem)
